Wnt act = activators of Wnt/beta-catenin signaling | Wnt/beta-catenin reporter cell assay, activator, plate reader | activation, % at 9.35 µM | 300,000 tested, 1.2% active | AID 743398; in the data active = activation above about 30%, passing the limit was not always enough; inconclusive = no clear call, values can overlap the other calls;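 also: 0% = neutral control wells and 100% = positive control wells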
V-ATPase pHluor = yeast V-ATPase proton transport regulation by pHLuorin. S. cerevisiae, pHLuorin cytosolic pH fluorescence. response, % at 10 µM. 350,000 tested, 0.37% active. AID 504577; in the data active = response mostly above about 7.3%, no sharp cut-off; inactive = mostly below about 5.4%; also: actives read high; inactives centre near 0; some compounds called inactive have numbers as strong as hits; reference of the scale not given here
CDK5 p35 inh = blocks human CDK5/p35 kinase activity. AID 488839. 330,000 tested, 0.01% active. Recombinant CDK5/p35, ADP-Glo luminescence, 60 min. inhibition, % at 10 µM;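 active = highest replicate inhibition of at least 50% and at least 75% of replicates reaching 50%; inconclusive = only one of the two criteria met; inactive = both criteria failed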;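 also: plate controls were DMSO neutral control for no effect and GW8510 at 10 µM for full effect; many of its hits are not listed in these tables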
Target sequence (Q00535 whole entry, looked up): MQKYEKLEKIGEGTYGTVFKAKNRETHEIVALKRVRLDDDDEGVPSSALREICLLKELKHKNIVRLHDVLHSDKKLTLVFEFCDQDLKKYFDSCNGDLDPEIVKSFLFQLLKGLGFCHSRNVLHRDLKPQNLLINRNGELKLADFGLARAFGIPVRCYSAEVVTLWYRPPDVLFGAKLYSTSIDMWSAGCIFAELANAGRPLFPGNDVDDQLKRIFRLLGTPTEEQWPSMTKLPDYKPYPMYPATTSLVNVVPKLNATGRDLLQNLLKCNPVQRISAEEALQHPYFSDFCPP
Target sequence (Q15078 whole entry, looked up): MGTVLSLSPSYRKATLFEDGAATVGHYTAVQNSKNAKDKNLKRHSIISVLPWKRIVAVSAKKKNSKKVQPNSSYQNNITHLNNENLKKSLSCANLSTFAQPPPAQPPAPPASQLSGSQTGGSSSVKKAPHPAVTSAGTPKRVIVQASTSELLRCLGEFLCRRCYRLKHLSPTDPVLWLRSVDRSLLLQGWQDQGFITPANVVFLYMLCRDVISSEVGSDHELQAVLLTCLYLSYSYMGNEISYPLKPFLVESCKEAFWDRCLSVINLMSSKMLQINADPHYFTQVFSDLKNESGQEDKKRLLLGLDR
SR-BI HDL uptake = blocks mouse SR-BI lipid uptake from DiI-HDL | Q61009 | inhibition, % at 12.5 µM | 320,000 tested, 0.96% active | ldlA[mSR-BI] CHO cells, DiI-HDL uptake fluorescence, 3 h;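 active = mean replicate inhibition of at least 70% and a set share of replicates each scoring 70 or more; inconclusive = meets just one of the two criteria; inactive = fails both criteria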;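 also: 0% = median of neutral control wells and 100% = median of positive control wells; values of inactives mirror those of a sister screen read the other way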
PvdQ acylase = P. aeruginosa PvdQ acylase inhibition. inhibition, % at 10 µM. 340,000 tested, 0.063% active. purified PvdQ acylase, fluorescence plate reader. AID 488965; in the data active = inhibition above about 30%, passing the limit was not always enough; inconclusive = no clear call, values can overlap the other calls;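 also: 0% = vehicle neutral wells and 100% = reference inhibitor wells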
MITF act = increases MITF-driven TRPM1 promoter luciferase signal; SK-MEL-5 TRPM1-promoter luciferase, 24 h; % of positive control, neutral wells = 0; activation, % at 12.5 µM; 300,000 tested, 0.75% active;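 active = mean activation of at least 80% with every replicate also reaching 80%; inconclusive = mean reaches 80% but some replicate falls short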;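 also: 0% = neutral control wells and 100% = parthenolide positive control wells; values of inactives mirror those of a sister screen read the other way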
HTR5A inv ag = inverse agonist of human HTR5A in OPRM1-OPRD1 counter-screen; AID 504634; P47898; inhibition, % at 9.3 µM; HTR5A cell line, luminescence, inverse agonism; 340,000 tested, 0.083% active; in the data active = inhibition mostly above about 23%, no sharp cut-off; inactive = mostly below about 18%;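 also: 0% = cells with DMSO and 100% = no-cell wells with DMSO; some compounds called inactive have numbers as strong as hits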
Target sequence (P47898 whole entry, looked up): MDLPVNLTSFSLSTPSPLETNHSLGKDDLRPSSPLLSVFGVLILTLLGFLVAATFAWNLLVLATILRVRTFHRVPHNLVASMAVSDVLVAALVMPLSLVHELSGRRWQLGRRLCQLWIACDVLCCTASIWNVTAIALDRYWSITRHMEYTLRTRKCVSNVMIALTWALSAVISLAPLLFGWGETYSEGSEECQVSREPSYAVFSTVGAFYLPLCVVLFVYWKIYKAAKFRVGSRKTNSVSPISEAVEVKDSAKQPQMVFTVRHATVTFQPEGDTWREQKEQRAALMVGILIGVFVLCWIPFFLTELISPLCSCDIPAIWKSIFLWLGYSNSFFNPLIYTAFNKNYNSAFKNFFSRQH
NSD2 inh = blocks human histone methyltransferase NSD2. 310,000 tested, 0.54% active. inhibition, % at 12.5 µM. NSD2 peptide methylation, AlphaScreen, 120 min. O96028. AID 743445; in the data active = inhibition above about 50%
dFosB act = mouse delta FosB homodimer activation | 340,000 tested, 0.99% active | activation, % at 25 µM | purified delta FosB, TAMRA-CDK5 oligo fluorescence polarization; percent of positive-control signal above neutral wells | P13346;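 active = mean activation above about 17%, with every replicate also reaching it, limit read from the data, passing the limit was not always enough; inconclusive = only one of the two conditions met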;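 also: fluorescence polarization rise as delta FosB binds a TAMRA Cdk5 AP-1 oligo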
HTR5A ag = activates human HTR5A in OPRM1-OPRD1 agonist counter-screen | P47898 | HTR5A agonist assay, luminescence, cell-based | activation, % at 9.3 µM | 340,000 tested, 0.61% active | AID 504692; in the data active = activation mostly above about 9.5%, no sharp cut-off; inactive = mostly below about 7.6%;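 also: 0% = cells with vehicle only and 100% = reference agonist; strong numbers were not always called active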
An asterisk follows results filed as active; ? = inconclusive; nt = no result given.

SMILES	NSD2 inh	PvdQ acylase	V-ATPase pHluor	HTR5A inv ag	HTR5A ag	CDK5 p35 inh	dFosB act	MITF act	Wnt act	SR-BI HDL uptake
CCN(CC)C(=O)CN(c1cccc([N+](=O)[O-])c1)S(=O)(=O)c1ccccc1	24.6	-10.8	1.5	-11.9	2.8	-0.5	-2.6	4.9	0.5	7.7
Cc1cc(NC(=O)C2CCC2)n(-c2ccccn2)n1	-11.3	3.7	-5.6	-15.2	-2.4	0.5	-5.4	4.7	7.6	2.7
COc1ccccc1NS(=O)(=O)c1cccc(NC(=O)Nc2ccc(Cl)cc2)c1	0.4	0.7	-1.8	-13.2	5.3	-0.2	25.7*	6.2	2.8	13.8
CCc1ccccc1-n1c(SCC(=O)N2CCCC2)nc2[nH]ncc2c1=O	0.1	-8.3	0.6	6.0	-1.1	-0.6	-10.7	-6.5	-1.4	-19.1
Cc1c(C(=O)O)oc2c1/C(=N\O)CCC2	-1.6	-6.4	-1.1	3.7	0.8	2.0	0.2	-2.0	nt	-9.1
CCOc1ccc(C2CC(=O)NC(SCC(=O)OC)=C2C#N)cc1 (stereo not given)	nt	-11.5	0.9	15.7	-5.4	-1.0	-3.8	nt	-1.4	-8.5
COc1cccc(NC(=S)N2C3CCCC2CC(NC(=O)C2CC2)C3)c1 (stereo not given)	-3.3	3.2	-0.7	-11.7	2.3	-0.4	-1.7	3.5	-2.5	4.4
Cc1cccc(N(C)S(=O)(=O)c2ccc(-c3cc(C)no3)s2)c1	-8.0	-7.4	-4.7	-5.8	1.4	-1.2	-3.3	-9.2	-3.7	-3.9
COC(=O)c1cc(-c2ccccc2)n[nH]1	7.9	-14.9	1.1	-7.2	-2.6	0.3	-3.9	6.1	1.2	-8.6
Cc1ccc(S(=O)(=O)N2CCC(C(=O)NCCCN3CCCCCC3)CC2)cc1	nt	-19.9	5.0	1.8	-0.5	0.7	8.1	0.9	nt	12.4
COc1ccc2cc(C(=O)C3CCCN(C(=O)c4cnccn4)C3)ccc2c1 (stereo not given)	0.5	7.4	0.3	5.4	-3.1	0.2	-7.1	2.1	1.8	nt
CSC1=NCCN1S(=O)(=O)c1ccc(Cl)cc1	-1.1	-14.3	1.3	-7.0	2.5	-1.1	-2.3	1.7	-3.9	9.8
N#CCc1ccc(C(=O)c2ccccc2F)s1	-1.9	10.0	-3.0	-0.8	0.4	-0.9	-2.0	9.2	nt	-11.4
CN(C)c1ccc(NC(=O)COC(=O)c2ccc3c(c2)OCO3)cc1	0.4	-2.2	-0.4	-23.9	6.2	0.0	-1.3	nt	-3.0	3.9
COCCn1c(=NC(=O)C2COc3ccccc3O2)sc2cc(S(N)(=O)=O)ccc21 (stereo not given)	-1.1	-12.3	4.8	-1.9	0.7	-0.3	-15.5	-0.2	-3.5	10.9
CC(C)NC(=S)N=Nc1c(O)[nH]c2ccc([N+](=O)[O-])cc12	1.5	-5.9	0.6	-26.9	-1.4	0.7	-7.9	-30.5	-0.8	9.6
CCCCC1=C(C(=O)OCC)C(C(=O)OCC)Oc2ccccc21 (stereo not given)	nt	-13.2	-4.4	0.3	-0.1	0.9	3.3	-7.6	-1.8	-18.8
CC(=O)Nc1cccc(-c2cc(C)c3cc4c(cc3n2)OCO4)c1	0.6	6.8	-3.1	-0.9	0.3	2.2	-9.4	42.9	15.2	55.0
CC(=O)c1sc(N/N=C\c2ccc(Br)cc2)nc1C	-4.3	-0.1	-7.4	-25.3	7.7	0.3	-3.0	118.6*	13.8	19.0
N#CCCSCc1ccc(C(=O)O)o1	-1.5	2.3	2.4	-8.7	3.3	0.9	-6.6	-1.6	nt	-20.4
Cc1noc(NS(=O)(=O)c2ccc(NC(=O)c3ccc(F)cc3)cc2)c1C	0.3	-6.9	-4.0	19.5	-5.5	-0.2	0.1	4.0	-0.8	-8.7
Cc1cc(C)c(OCCn2ccnc2)c(C)c1	19.8	-12.6	1.0	1.4	-0.4	2.4	-7.4	5.1	-1.3	13.0
O=C(C1CC(=O)N(c2ccc3c(c2)OCCO3)C1)N1CCN(S(=O)(=O)c2ccccc2F)CC1 (stereo not given)	2.2	-14.6	1.5	-1.1	5.4	-1.1	-3.6	-4.4	-10.5	-7.3
Cc1nn(C)cc1NC(=O)c1cc2nc(-c3ccco3)cc(C(F)(F)F)n2n1	0.3	-4.9	3.5	3.4	-1.2	2.4	-7.5	5.9	-0.6	39.8

2 compounds picked at random from those above, as already listed:
SMILES	NSD2 inh	PvdQ acylase	V-ATPase pHluor	HTR5A inv ag	HTR5A ag	CDK5 p35 inh	dFosB act	MITF act	Wnt act	SR-BI HDL uptake
Cc1nn(C)cc1NC(=O)c1cc2nc(-c3ccco3)cc(C(F)(F)F)n2n1	0.3	-4.9	3.5	3.4	-1.2	2.4	-7.5	5.9	-0.6	39.8
COCCn1c(=NC(=O)C2COc3ccccc3O2)sc2cc(S(N)(=O)=O)ccc21 (stereo not given)	-1.1	-12.3	4.8	-1.9	0.7	-0.3	-15.5	-0.2	-3.5	10.9

Further records
SMILES	NSD2 inh	PvdQ acylase	V-ATPase pHluor	HTR5A inv ag	HTR5A ag	CDK5 p35 inh	dFosB act	MITF act	Wnt act	SR-BI HDL uptake
C/C(Cn1cnc([N+](=O)[O-])n1)=N/NC(=O)COc1ccccc1Cl	-1.7	-0.7	0.2	12.2	5.2	-0.7	8.0	6.9	-0.8	-3.9
COc1ccc(/C=C2/C(=O)N(c3ccccc3)N=C2C)cc1OC	-0.2	-12.2	-3.5	-0.8	3.0	1.0	-4.4	nt	0.4	8.3
Cc1cccc(NC(=O)CNC(=O)c2cccs2)n1	-0.2	7.0	-5.0	30.9*	-11.4	-0.8	-1.0	14.8	0.8	-13.9
O=C(Nc1ccccc1Cl)C1CCCN(S(=O)(=O)c2cccc3cccnc23)C1 (stereo not given)	nt	9.5	-4.3	12.4	-3.3	-1.2	-3.3	0.7	-1.5	12.5
COc1ccc(CNc2ncnc3cc(Cl)ccc23)cc1	-1.8	-7.9	-0.9	-4.3	1.5	-2.1	-13.4	-13.4	1.4	-0.6
CN(CC(=O)NC(=O)NC1CCCCC1)Cc1ccccc1	0.2	-12.9	-4.0	-24.1	8.7	0.6	-3.5	43.3	8.6	-13.0
CC(=O)Nc1ccc(-c2csc(Nc3ccc(Cl)cn3)n2)cc1	nt	-3.5	-1.1	-27.8	10.9*	1.8	0.1	4.4	6.2	63.1
CCc1nc2cc(C)nn2c2nc3ccccc3n12	5.4	-7.7	4.8	-0.7	1.2	-0.7	-20.1	12.2	nt	4.1
S=C(NCc1ccco1)Nc1ccc(Cl)c(Cl)c1	-0.3	-5.2	-7.5	-15.2	-2.0	0.5	-16.2	25.1	1.7	3.2
O=C(CSc1nnc(-c2ccncc2)o1)NCc1ccccc1Cl	-1.9	4.5	1.2	19.3	-5.3	0.7	-2.5	12.9	-2.4	-21.7
COC(C[C@H](O)[C@H](C)[C@H](O)COCc1ccccc1)OC	nt	-21.0	-3.7	-14.6	6.9	-0.6	-8.0	0.0	2.4	-11.9
CC(=O)Nc1ccc(OCCOc2ccc(/C=C3/C(=N)N4C=CSC4=NC3=O)cc2)cc1	0.0	-12.1	-3.0	11.4	-4.2	0.7	10.0	-7.5	2.6	45.4
CSC1=C(C#N)C(c2ccccc2C)C(C#N)=C(N)N1 (stereo not given)	2.5	-10.8	2.7	6.5	-2.5	-1.7	1.0	1.3	nt	-1.6
CCc1c(C)sc2nc3c(C(=O)N4CCOCC4)cc(C(=O)c4ccccc4O)cn3c(=O)c12	39.7	-7.0	-2.0	13.4	-4.8	-2.4	-5.3	6.0	-1.0	2.7
CC[C@@H](CCC=C(C)C)C(=O)N(Cc1ccccc1)c1ccccc1	nt	-12.5	5.1	-8.6	11.3	-0.9	-2.8	-10.6	3.2	-8.5
COc1cccc(Nc2nnc(SCc3cc([N+](=O)[O-])cc4c3OCOC4)s2)c1	-2.7	21.2	-1.0	-23.7	6.0	0.3	1.4	13.7	nt	58.3
O=C(C1=C(O)C(=O)N(CCCn2ccnc2)C1c1ccccc1)c1ccco1 (stereo not given)	nt	-4.3	-0.9	-2.7	5.2	-0.7	4.2	6.6	nt	-16.6
c1csc(-c2csc3nc(CN4CCOCC4)nc(NCc4ccc5c(c4)OCO5)c23)c1	1.4	-8.4	-0.5	-10.3	1.0	0.3	-6.6	nt	-6.1	27.2
CC(=O)Nc1ccc2[nH]c(C)cc(=O)c2c1	-3.9	-11.8	1.1	-12.8	1.4	2.1	0.3	-5.0	nt	-6.2
CCOC(=O)/C=C1\NC(C)(C)Cc2cc(OC)c(O)cc21	3.6	16.3	-12.6	-18.4	-3.5	-1.0	1.1	16.6	11.0	28.7
Cc1cc(C)cc(NC(=O)COC(=O)c2cc(C)oc2C)c1	-2.9	-9.4	3.7	1.2	0.4	-0.7	?	0.9	-1.4	-4.1
N#Cc1cccc(NC(=O)COC(=O)c2ccc[n+]([O-])c2)c1	-0.9	5.3	-0.7	2.0	-0.5	0.8	5.1	0.4	1.0	-7.4
C/C(=N\NC(=O)c1cccnc1)c1c(O)cc(C)oc1=O	-5.4	-9.4	3.7	-4.4	9.6	0.7	2.3	1.8	-1.3	-29.8
CCOc1cc(-c2nc(-c3ccccc3)c(-c3cc([N+](=O)[O-])ccc3C)[nH]2)ccc1O	5.6	-8.7	-4.5	14.8	-0.9	-1.2	-5.1	nt	nt	32.1
O=C1c2ccccc2C(=O)N1CCOc1cccc(Br)c1	-9.6	-9.4	0.1	2.0	-1.4	0.8	-15.0	18.6	13.7	-23.1
CCOc1ccccc1CNS(=O)(=O)c1cc(-c2cc(C)no2)ccc1C	30.6	-14.7	-3.3	4.3	-1.6	0.5	-8.2	-12.7	-4.0	34.9
C/C(=N/NC(=O)c1cccc(N2CCCC2=O)c1)c1ccncc1	-1.6	-4.6	0.0	-0.3	0.1	-0.2	-0.9	59.7	27.4	-15.1
CCn1c(=O)c(C(=O)NCc2ccc(Cl)cc2)c(O)c2ccccc21	-0.9	-12.9	2.4	2.6	-0.8	0.2	2.7	nt	43.1*	14.9
CC(=O)c1ccc(S(=O)(=O)NCCC(=O)NCCc2c[nH]c3ccccc23)cc1	-0.9	-20.8	-1.0	-19.6	8.0	1.3	-4.2	-18.9	-3.9	48.7
CCn1cc(C(=O)N[C@@H](CCSC)C(=O)NCCOC)c(=O)c2cc3c(cc21)OCO3	-0.1	-9.6	-0.4	14.7	-4.2	0.5	-8.2	-0.6	0.6	2.0
COc1cc(NC(=O)C2CCN(S(=O)(=O)c3ccc4c(c3)CC(C)N4C(C)=O)CC2)cc(OC)c1OC (stereo not given)	-2.4	-6.2	-1.2	-7.9	1.4	0.1	-9.4	6.4	-2.2	-2.0
NC(=O)C(=O)N/N=C/c1c[nH]c2ccc(Br)cc12	4.2	-10.2	-0.9	24.4	-9.9	1.4	-4.0	-3.0	-0.4	18.6
O=S(=O)(NCC(c1cccnc1)N1CCN(c2ccccc2)CC1)c1cccs1 (stereo not given)	5.2	-16.7	-0.3	-1.7	-2.8	1.2	-11.4	-3.8	nt	15.4
CCn1c(Cc2ccccc2)nnc1SC(C)C(=O)NC1CC1 (stereo not given)	-1.4	-18.9	0.1	-13.5	0.6	0.6	0.5	-4.9	0.5	-7.2
CN(N)c1nc(-c2ccccc2)cc(-c2ccccc2)n1	-5.3	3.3	-0.6	-1.5	3.3	-0.7	-2.6	2.4	0.5	41.4
